# GRIN3A LBD mod: binders of NR3A ligand-binding domain, primary screen, biophysical, differential scanning fluorimetry, uHTS; 340,000 tested, 2.5% active; NR3A LBD differential scanning fluorimetry, Tm shift; 0% = protein alone, 100% = glycine-bound protein; AID 1259313, 2017; Tm shift relative to glycine control, % at 25 µM; Glutamate receptor ionotropic, NMDA 3A (GRIN3A) ligand-binding domain;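 active means melting temperature shift of at least 10% of the positive control shift, at one fixed dose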
# hIAP act: human IAP activators, primary screen, biochemical, luminescence, uHTS; Intestinal-type alkaline phosphatase (Homo sapiens), P09923; purified human IAP, CDP-Star luminescence, 30 min; hits give high values; 1 = vehicle-only enzyme, 0 = enzyme-free background; activation factor at 10 µM; 330,000 tested, 0.16% active;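 active means activation factor of the enzyme at least 2-fold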; further: the source names both 10 and 20 µM as test concentration; values of inactives mirror those of a sister screen read the other way
# Target sequence (P09923 whole entry, looked up): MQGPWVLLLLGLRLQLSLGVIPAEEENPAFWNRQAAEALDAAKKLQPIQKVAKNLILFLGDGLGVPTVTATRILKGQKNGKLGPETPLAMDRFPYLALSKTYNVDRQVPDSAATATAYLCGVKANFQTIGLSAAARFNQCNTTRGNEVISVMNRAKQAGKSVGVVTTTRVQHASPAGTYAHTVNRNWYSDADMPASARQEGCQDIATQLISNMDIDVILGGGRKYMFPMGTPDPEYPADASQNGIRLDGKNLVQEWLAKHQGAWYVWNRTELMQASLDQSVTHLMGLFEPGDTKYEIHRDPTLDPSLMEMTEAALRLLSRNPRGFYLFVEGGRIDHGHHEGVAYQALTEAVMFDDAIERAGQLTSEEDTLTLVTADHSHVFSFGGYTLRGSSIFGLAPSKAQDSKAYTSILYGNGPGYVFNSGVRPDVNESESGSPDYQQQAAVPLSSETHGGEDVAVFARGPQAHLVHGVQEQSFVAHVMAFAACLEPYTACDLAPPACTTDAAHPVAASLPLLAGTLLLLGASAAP
# hIAP block: human IAP inhibitors, primary screen, biochemical, luminescence, uHTS | Intestinal-type alkaline phosphatase (Homo sapiens), P09923 | purified IAP, CDP-Star luminescence, 30 min | inhibition, % at 10 µM | 330,000 tested, 0.12% active | AID 2544, 2010;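 active means inhibition reaching a set limit with compound at 10 µM in the primary screen, cut at about 35% in these data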;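 further: plate controls were DMSO wells with enzyme for no effect and no-enzyme buffer wells for full effect; values of inactives mirror those of a sister screen read the other way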
# mIAP activ: activators of mouse IAP, primary screen, biochemical, luminescence, uHTS | intestinal alkaline phosphatase [Mus musculus] | muIAP, CDP-Star luminescence, 30 min; hits give high values; 1 = vehicle-only enzyme signal, 0 = enzyme-free wells | activation factor at 10 µM | 330,000 tested, 0.24% active;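 active means activation factor of at least 2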; further: the source names both 10 and 20 µM as test concentration; values of inactives mirror those of a sister screen read the other way
#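 System: Mouse IAP enzyme | Also added: CDP-Star substrate | Dosing: Compounds dispensed in DMSO | Schedule: 30 min enzyme-substrate-compound incubation at room temperature | Technique: Chemiluminescence readout | Control set: DMSO-only wells and no-enzyme negative control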
# beta cell repl: inducers of MIN6 beta-cell proliferation, primary screen, ATP luminescence, uHTS; MIN6 cells proliferation, ATPlite luminescence, 48 h; cells starved in 0.2% serum; 100% = growth in 10% serum; proliferation, % at 10 µM; 330,000 tested, 0.29% active;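 active means compounds whose signal lies at least 3.5 SD above the mean of all wells on their plate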;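 further: 0% = DMSO-treated cells in low-serum medium and 100% = 10% serum control; some compounds called inactive have numbers as strong as hits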
# A3A deaminase: APOBEC3A ssDNA deaminase inhibitors, primary screen, selectivity assay for APOBEC3G inhibitor project, biochemical, FAM/TAMRA oligo cleavage fluorescence; DNA dC->dU-editing enzyme APOBEC-3A (Homo sapiens), P31941; 330,000 tested, 0.41% active; recombinant A3A, FAM/TAMRA ssDNA deamination fluorescence; inhibition, % at 20 µM;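 active means at least 40% inhibition at 20 µM here, with at most 30% in a related deaminase screen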;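 further: plate controls were A3A with DMSO for no effect and wells lacking A3A enzyme for full effect; some results filed as inactive read as strong as hits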
# APOBEC3G inh: APOBEC3G DNA deaminase inhibitors, primary screen, biochemical, fluorescence, single-stranded DNA substrate, uHTS. 330,000 tested, 0.28% active. AID 493012, 2011. recombinant A3G, ssDNA deamination FAM/TAMRA fluorescence. inhibition, % at 20 µM;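 active means inhibition of at least 40% at 20 µM, with no more than 30% in the related APOBEC3A deaminase screen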;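 further: plate controls were DMSO wells with A3G for no effect and wells lacking A3G enzyme for full effect; some compounds called inactive have numbers as strong as hits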
# Target sequence (Q9HC16 whole entry, looked up): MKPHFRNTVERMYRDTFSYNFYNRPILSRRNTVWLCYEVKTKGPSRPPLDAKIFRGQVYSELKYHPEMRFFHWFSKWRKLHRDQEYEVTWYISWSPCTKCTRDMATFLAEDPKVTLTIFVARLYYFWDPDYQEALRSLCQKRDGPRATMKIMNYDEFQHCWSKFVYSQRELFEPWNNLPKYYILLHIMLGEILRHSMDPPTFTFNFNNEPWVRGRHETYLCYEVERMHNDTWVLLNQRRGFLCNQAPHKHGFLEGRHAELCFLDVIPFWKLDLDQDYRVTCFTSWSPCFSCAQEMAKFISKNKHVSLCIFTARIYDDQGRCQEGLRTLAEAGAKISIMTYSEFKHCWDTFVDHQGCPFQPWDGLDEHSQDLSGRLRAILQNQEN
# MPTP inh: mitochondrial permeability transition pore inhibitors, primary screen, biochemical, isolated mouse mitochondria, absorbance; Ca2+ swelling absorbance, 30 min; inhibition, % at 10 µM; 360,000 tested, 1.4% active; AID 602449, 2012;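 active means inhibition of 50% or more, scaled per plate between neutral and stimulator controls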;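 further: 0% = DMSO wells given calcium and 100% = 1 mM EGTA wells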
# mIAP block: inhibitors of mouse IAP, primary screen, biochemical, luminescence, uHTS; intestinal alkaline phosphatase [Mus musculus]; purified mouse IAP, CDP-Star luminescence, 30 min; 330,000 tested, 0.2% active; inhibition, % at 10 µM;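 active means inhibition of at least 40% at 10 µM in the primary screen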;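 further: plate controls were DMSO with enzyme for no effect and no enzyme wells for full effect; values of inactives mirror those of a sister screen read the other way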
# * = called active by the depositor.
SMILES,GRIN3A LBD mod,hIAP act,hIAP block,mIAP activ,beta cell repl,A3A deaminase,APOBEC3G inh,MPTP inh,mIAP block
C=CCOCCN1C(=O)C2C3C=CC(C2C1=O)C1C2C(=O)N(CCOCC=C)C(=O)C2C31 (stereo unspecified),-7,0.98,2,0.95,4,11,-2,0.4,5
S=C(NCc1ccccc1)NCc1ccc(Cl)cc1,-4,1.1,-13,1.4,-1,-5,-6,8.7,-37
Cc1oc2cc3oc(=O)c(CCC(=O)NC4CC4)c(C)c3cc2c1C,-2,0.89,12,0.94,-4,-2,-4,5.7,6
Cc1ccc2nc(N3CCN(C(=O)c4cccs4)CC3)c(C#N)cc2c1,1,1.3,-29,1.1,-4,-2,-4,2.2,-9
CC(=O)c1cccc(NS(=O)(=O)c2ccc(N/C=C/C(=O)c3ccc(F)cc3)cc2)c1,18*,1.1,-8,0.94,0,-1,-5,108*,6
CC(=O)c1cccc(N2C(=O)CC(N3CCN(S(=O)(=O)c4ccccc4F)CC3)C2=O)c1 (stereo unspecified),-2,0.96,4,1,-3,3,-3,0.7,-4
O=[N+]([O-])c1ccc2c(c1)[nH]c(=S)n2-c1ccccc1,0,0.94,6,1.1,2,-1,41*,-4.2,-7
Cc1ccc(S(=O)(=O)N2CCCCC2)cc1NC(=O)CSc1nnc(N)s1,-2,1.1,-9,0.94,-2,-7,-11,-0.1,6
O=C(OCC#CCSc1nnc(-c2cccc3ccccc23)o1)c1ccc2ccccc2c1,5,0.93,7,0.96,-1,-1,-8,0.3,4
CCOc1ccc(-c2ccc(SCC(=O)NCC3CCCO3)nn2)cc1 (stereo unspecified),1,1.1,-7,0.99,-3,4,-4,1.1,1
COC(=O)c1cccc(N(C(=O)CNC(=O)c2ccco2)C(C(=O)NC2CCCC2)c2ccco2)c1 (stereo unspecified),-1,0.96,4,1,0,-2,0,-0.1,-3
CCOc1ccc(-n2c(Cc3cc(=O)[nH]c(=O)[nH]3)nnc2SCC(=O)Nc2nnc(C)s2)cc1,1,0.92,8,0.86,-3,-5,-6,-1.1,14
COc1ccc(OC)c(S(=O)(=O)Nc2cc(OC)c(Cl)cc2OC)c1,-1,0.91,9,0.98,2,-2,-1,1.6,2
COCCCNC(=O)CN(Cc1ccc(Cl)cc1)S(C)(=O)=O,-2,0.95,5,0.97,0,-4,-5,-0.9,3
CC(=O)Oc1ccc(/C=C2/SC(=S)N(Cc3ccccc3)C2=O)cc1,-3,0.67,34,0.86,-7,-50,-72,4.9,14
O=C(C/C=N\OCc1ccc([N+](=O)[O-])cc1)Nc1ccccc1,-3,1.1,-10,0.95,-3,2,0,-0.2,5
N#CCNC(=O)c1nn2c(C(F)(F)F)cc(-c3ccccc3)nc2c1Br,4,0.96,4,1,0,-3,-5,-0.6,0
Cc1nn(Cc2ccc(Cl)cc2)c(C)c1NC(=O)C(c1ccccc1)c1ccccc1,5,1.1,-11,1.5,-2,1,2,0.5,-47
O=C1Cc2cc(S(=O)(=O)Nc3ccc(N4CCOCC4)cc3)ccc2N1,-1,1.1,-6,1.1,0,3,-4,0.2,-11
COc1ccccc1NC(=O)CC(NCc1ccccc1)C(=O)O (stereo unspecified),-6,1,-3,1,0,0,-5,0.1,-2

# Limited to GRIN3A LBD mod, hIAP act and APOBEC3G inh, for some of the entries so far:
Structure	GRIN3A LBD mod	hIAP act	APOBEC3G inh
COCCCNC(=O)CN(Cc1ccc(Cl)cc1)S(C)(=O)=O	-2	0.95	-5
CC(=O)Oc1ccc(/C=C2/SC(=S)N(Cc3ccccc3)C2=O)cc1	-3	0.67	-72
O=C(C/C=N\OCc1ccc([N+](=O)[O-])cc1)Nc1ccccc1	-3	1.1	0
N#CCNC(=O)c1nn2c(C(F)(F)F)cc(-c3ccccc3)nc2c1Br	4	0.96	-5

# The results go on.
SMILES,GRIN3A LBD mod,hIAP act,hIAP block,mIAP activ,beta cell repl,A3A deaminase,APOBEC3G inh,MPTP inh,mIAP block
Cc1ccc(S(=O)(=O)N2CCCN(S(=O)(=O)c3ccc(C)c(C)c3)CC2)cc1C,2,0.91,9,0.92,-1,1,-8,-0.6,8
Cc1ccc(C(=O)NC(=S)Nc2cc(C(F)(F)F)ccc2Cl)cc1,-1,0.94,6,0.84,-3,-2,-1,-0.3,16
C/C(CC(=O)Nc1ccc(C)c(Cl)c1)=N\NC(=O)Cc1cccs1,-4,1,-3,1,-5,3,2,1.9,-2
CC(C)(C)CNC(=O)c1cccc2c1C(=O)c1ccc(-c3cc4ccccc4o3)cc1S2(=O)=O,-9,0.87,13,0.99,-2,-2,-10,1.6,0
Cc1ccc(NCc2cccnc2)cc1,-1,0.96,4,0.96,0,-15,-5,-0.3,4
Cc1ccc(NC(=O)CCCOc2ccccc2)cc1S(=O)(=O)N1CCOCC1,-3,0.96,4,0.96,2,-1,-2,0.3,4
CCN1C(=O)S/C(=C\c2ccc(N3CCOCC3)cc2C)C1=O,1,0.95,4,0.75,0,0,-2,0.0,25
O=[N+]([O-])c1cc(-c2ccn[nH]2)ccc1Cl,15*,0.99,1,0.96,-1,-4,-4,0.4,4
COc1ccc(C(=O)N(C)CCCC2CCCC2)cc1OC1CCN(C(C)C)CC1,-3,1,-2,1,1,-5,-10,1.1,-3
CC(=O)c1ccc(OCC(=O)Nc2cccc(S(=O)(=O)N3CCCC3)c2)cc1,0,0.95,5,1.2,-7,0,-5,6.0,-17
COC(=O)CN1C(=O)N/C(=C/c2cc(OC)c(OC)cc2C)C1=O,-1,1.1,-10,0.94,-3,-1,-7,1.1,6
CCC(C)N(C(=O)COC(=O)CNC(=O)c1ccccc1F)C1CCS(=O)(=O)C1 (stereo unspecified),-2,0.9,10,1,1,0,-11,-2.1,0
COc1cccc(C2=NOC(C(=O)NCc3ccccn3)C2)c1 (stereo unspecified),0,1.1,-8,0.99,3,0,1,-0.5,1
Cc1ccc(OC(=O)c2ccc([N+](=O)[O-])cc2Cl)cn1,2,1,-1,0.98,-1,-2,-4,0.1,2
CC(C)CC(=O)NC(NC(=S)Nc1sc2c(c1C#N)CCCC2)C(Cl)(Cl)Cl (stereo unspecified),-2,0.93,7,0.59,-6,-8,-17,90*,41*
CCC(C(=O)NC(C)(C)C)N(C(=O)Cn1nnc(-c2ccccc2F)n1)c1cnc2ccccc2c1 (stereo unspecified),-1,0.94,6,1,-3,0,-5,-1.4,0
CCCCCC(C)n1[nH]c(=O)c2c(C)cc(C)nc21 (stereo unspecified),-1,1,0,1.1,5,-2,-8,-2.7,-6
C=CCn1c(SC(F)F)nc2scc(-c3ccco3)c2c1=O,1,0.97,3,0.98,-5,-8,3,0.4,2
Cc1onc(-c2c(Cl)cccc2Cl)c1C(=O)Nc1ccc2c(c1)OCCO2,0,0.9,10,1.1,0,-1,-1,-1.1,-10
O=C(Cn1cnc2c(OCc3ccccc3)ncnc21)NCCc1c[nH]c2ccccc12,-8,0.93,7,0.95,0,-4,-5,1.3,5
NC(=O)Cn1ccc(O)c(Cc2ccc(Cl)cc2Cl)c1=O,0,0.99,1,0.96,-3,0,0,-0.5,4
O=C(NC1CCCCC1)C(c1ccc(O)cc1)N(C(=O)c1cnccn1)c1cccc(F)c1 (stereo unspecified),-1,0.94,6,1,-1,-2,-6,-0.5,-1
COCCCn1c(=N)c(C(=O)NCC2CCCO2)cc2c(=O)n3cccc(C)c3nc21 (stereo unspecified),0,0.81,19,0.91,0,4,-1,0.4,9
O=C(Nc1ccc(O)c2c(=O)cc(-c3ccccc3Cl)oc12)c1ccc(Cl)cc1Cl,-10,0.99,1,0.9,-3,-3,-13,1.1,10
Cc1occc1C(=O)NNC(=O)c1ccc(F)cc1,1,0.88,12,1,4,1,-3,-0.6,-2
O=C(NCc1ccccc1)C(c1ccncc1)N(C(=O)c1ccccn1)c1ccccc1 (stereo unspecified),-1,0.99,1,0.92,-1,-2,-8,-0.7,8
O=C(NCc1ccc2c(c1)OCO2)c1ccc(CN2CCc3ccccc3C2)cc1,0,0.99,1,1.1,-3,-3,-8,-1.3,-10
CCN(C[C@H]1N[C@@](C)(C(=O)OC)[C@H]2C(=O)N(C)C(=O)[C@@H]12)C(=O)C1CCCCC1,-1,0.96,4,1,0,3,1,-0.7,-2
COc1ccc(C2CC(c3ccccc3)=NN2C(=S)Nc2ccccc2)cc1 (stereo unspecified),-1,0.99,1,0.8,-3,2,-15,1.2,20
CCC(=O)NC(=S)NNC(=O)c1ccccc1[N+](=O)[O-],-2,1.6,-58,0.99,4,-5,61*,-2.5,1
Cc1ccc(S(=O)(=O)N(C)C)cc1NC(=O)COC(=O)CSc1ccccc1,1,0.91,9,0.94,3,-1,-14,-0.9,6
CCCCN(C(=S)SC)C1CCS(=O)(=O)C1 (stereo unspecified),0,1,-3,0.95,-2,12,2,2.1,5
O=C(CCCn1c(=O)c2sccc2n(Cc2ccc(F)cc2)c1=O)NCc1ccco1,-3,0.89,11,1,-2,9,-6,29,-3
O=C(NCC(c1ccco1)N1CCN(c2ccccc2)CC1)c1cccs1 (stereo unspecified),2,0.86,14,0.98,1,-2,-10,-0.8,2
O=S(=O)(c1cccs1)N1CCN(c2ccccc2)CC1,-3,0.89,11,1.1,0,-2,-5,-0.3,-5
CC1=C(C)C(OCCBr)N(c2cc(O)c(Cl)cc2F)C1=O (stereo unspecified),-1,0.99,1,1.2,0,-5,-4,2.3,-18
C=CCN(CC=C)C(=O)C[n+]1ccc(C(N)=O)cc1,0,1.1,-10,1.1,1,-2,-4,-1.6,-8
Cn1c(CCN2CCN(c3ccccn3)CC2)nc2cc(NS(=O)(=O)c3ccc(Cl)cc3)ccc21,0,1.1,-10,0.95,-2,-1,-6,0.6,5
CCn1c(COc2cc(C)cc(C)c2)nnc1SCC(=O)N1CCN(c2ccccc2)CC1,-1,1.1,-12,0.96,0,-1,-3,-0.8,4
CCn1cc(/C=C(\NC(=O)c2ccc(OC)c(OC)c2)C(=O)N2CCOCC2)c2ccccc21,-2,1,-2,1,-3,-3,-1,-1.1,-4
COc1ccc(C(=O)NCCSCc2ccccc2C)cc1,3,1,-3,1.1,-2,4,-5,2.1,-5
COc1cccc(C(C(=O)NC2CCCCC2)N(C(=O)c2ccco2)c2ccccc2OC)c1 (stereo unspecified),1,0.9,10,0.89,-2,-1,-9,0.4,11
O=C(C1CC12CCCC2)N1CCC(CO)(Cc2ccccc2Cl)CC1 (stereo unspecified),2,1.2,-24,0.96,0,-2,-6,7.3,4
O=C(Nc1ccc(Cl)cc1)Nc1ccc(N2CCOCC2)cc1,11*,0.96,4,1.2,2,-2,1,69*,-15

# Compounds were not picked by outcome (roughly 5% active in at least one column).
